# Bioassay records as filed in PubChem.
# S1P4 agonist: agonists of human S1P4 receptor. S1P4-expressing cell line, agonist reporter assay. O95977. 220,000 tested, 0.35% active. AID 1509. activation, % at 4.98 µM; in the data active = activation above about 11%;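 also: 0% = DMSO vehicle and 100% = reference agonist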
# Target sequence (O95977 whole entry, looked up): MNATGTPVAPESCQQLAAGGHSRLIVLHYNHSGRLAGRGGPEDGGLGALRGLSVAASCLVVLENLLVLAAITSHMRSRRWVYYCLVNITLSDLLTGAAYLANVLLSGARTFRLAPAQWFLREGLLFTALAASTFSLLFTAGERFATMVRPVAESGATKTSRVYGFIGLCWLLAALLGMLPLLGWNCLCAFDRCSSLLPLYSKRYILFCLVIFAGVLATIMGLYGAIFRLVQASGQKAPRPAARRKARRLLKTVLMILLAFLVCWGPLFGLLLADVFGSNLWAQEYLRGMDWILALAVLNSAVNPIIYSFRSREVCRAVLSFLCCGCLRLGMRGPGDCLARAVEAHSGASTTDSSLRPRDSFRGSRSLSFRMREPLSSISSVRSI
# Wee1 degr inh: inhibitors of human Wee1 degradation; 220,000 tested, 1.2% active; P30291; AID 1321; reporter increase, % at 5 µM; HeLa Luc-Wee1K328M stability, luciferase luminescence; 100% = proteasome inhibitor MG132 effect;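 active = activation above the mean of all tested compounds plus 3 SD, set per screening run, cut at about 8.8% in these data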;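 also: cells exposed to compound for 20 h before luminescence read; 0% = DMSO alone and 100% = MG132 at 30 µM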
# Target sequence (P30291 whole entry K328M): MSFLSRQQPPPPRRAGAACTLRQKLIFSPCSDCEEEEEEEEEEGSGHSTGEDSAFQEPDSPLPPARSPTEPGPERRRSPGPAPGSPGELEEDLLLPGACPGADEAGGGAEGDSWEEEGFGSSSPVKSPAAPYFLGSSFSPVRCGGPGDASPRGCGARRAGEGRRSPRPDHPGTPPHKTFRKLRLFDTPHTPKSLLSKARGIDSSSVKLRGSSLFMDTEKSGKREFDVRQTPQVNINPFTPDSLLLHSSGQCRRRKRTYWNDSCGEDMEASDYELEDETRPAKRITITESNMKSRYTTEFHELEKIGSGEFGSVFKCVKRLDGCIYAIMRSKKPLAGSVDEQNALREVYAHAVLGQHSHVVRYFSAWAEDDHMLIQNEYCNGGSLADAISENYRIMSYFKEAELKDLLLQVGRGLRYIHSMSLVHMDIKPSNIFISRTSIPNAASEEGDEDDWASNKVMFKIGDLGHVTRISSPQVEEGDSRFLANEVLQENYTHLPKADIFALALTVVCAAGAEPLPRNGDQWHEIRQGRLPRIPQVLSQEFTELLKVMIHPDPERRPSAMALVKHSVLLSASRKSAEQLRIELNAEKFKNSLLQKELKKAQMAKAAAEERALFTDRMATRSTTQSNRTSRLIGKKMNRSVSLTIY
# BaF3 parental: counter-screen for JAK2V617F inhibitors: parental Ba/F3 viability inhibitors; CellTiter-Glo ATP luminescence; inhibition, % at 5.6 µM; 220,000 tested, 1.1% active; AID 1486;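 active = inhibition above a per-campaign cutoff, the mean inhibition of all tested compounds plus 3 SD, cut at about 27% in these data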;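 also: 0% = DMSO wells and 100% = JAK Inhibitor I control wells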
# Ba/F3 V617F tox: reduce viability of Ba/F3 cells dependent on JAK2V617F; Ba/F3 EpoR-JAK2V617F viability, ATP luminescence; 220,000 tested, 1.1% active; inhibition, % at 5.6 µM;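 active = inhibition above the campaign mean plus 3 SD over all tested compounds, cut at about 24% in these data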;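 also: cytokine-independent growth of Ba/F3 cells driven by EpoR plus mutant JAK2; 0% = DMSO-treated cells and 100% = JAK inhibitor I control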
# NPY2 pot ag: human NPY-Y2 potentiation or agonism, primary screen. P49146. cells expressing NPY-Y2, potentiator/agonist read-out. activation, % at 3.6 µM. 220,000 tested, 0.45% active. AID 1359; in the data active = activation above about 27%;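 also: cells stimulated with NPY near EC25 plus isoproterenol at EC100; 0% = vehicle plus submaximal agonist and 100% = vehicle plus saturating agonist; some results beyond the cut were filed as inactive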
# PERK inh: blocks human PERK kinase; Q9NZJ5; CHO PERK-DD fusion, SEAP luminescence translation reporter; inhibition, % at 5.6 µM; 220,000 tested, 0.17% active; AID 1416;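 active = inhibition above the mean inhibition of all tested compounds plus 3 SD, set separately per screening campaign, cut at about 2.9% in these data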;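 also: PERK kinase domain activated by AP20187 dimerizer at 100 nM; 0% = DMSO with dimerizer and 100% = rapamycin at 8.4 µM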
# eIF4E-4G inh: inhibitors of eIF4E and eIF4G interaction in translation initiation | 220,000 tested, 0.37% active | P63073+Q04637 | inhibition, % at 21.7 µM | TR-FRET eIF4E-eIF4GI(517-606) binding, 2 h;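 active = inhibition above about 30%, limit read from the data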;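 also: 0% = full FRET control wells and 100% = background wells lacking eIF4GI fragment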
# Mdm2 ligase inh: blocks human Mdm2 ubiquitin ligase activity; cell-based MDM2 ubiquitination luciferase reporter, 2 h; 0 = plate control, 100 = twice control, blank-subtracted; signal enhancement, % at 5 µM; 210,000 tested, 0.11% active; AID 1230;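 active = signal enhancement of 30% or more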;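 also: luminescence tracks abundance of the self-degrading MDM2-luciferase fusion protein; higher signal means inhibition of MDM2 E3 ligase activity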
#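 Timing – 2 h compound exposure at 37 °C · Assay system – mammalian cells stably expressing self-ubiquitinating, self-degrading MDM2 E3–luciferase fusion · Amount – 2000 cells seeded into each well · Measure – % luminescence enhancement versus blank-corrected plate control mean · Measured by – SteadyLite luminescence, 15 min reagent step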
# S1P4 antagonist: blocks the human S1P4 receptor; O95977; S1P4-expressing cells, antagonist mode, reporter read-out; inhibition, % at 4.98 µM; 220,000 tested, 0.26% active; AID 1510; in the data active = inhibition above about 29%;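 also: 0% = wells stimulated with agonist and 100% = vehicle wells without agonist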
# The depositor's hits bear a star; / = no result given; [ ] = dose if it differs, or a comment.
SMILES,S1P4 agonist,Wee1 degr inh,BaF3 parental,Ba/F3 V617F tox,NPY2 pot ag,PERK inh,eIF4E-4G inh,Mdm2 ligase inh,S1P4 antagonist
O=C1CC(Sc2ccc(Cl)cc2)C(=O)N1c1ccc2c(c1)OCCO2 (centres undefined),-0.2,0,1,1,15,0.0,-3,-24,-2
Cc1cccc(NC(=O)Cn2cccc2)c1,0.6,-2,0,1,4,-0.5,-5,-10,4
CSc1ccc(-c2cc(=O)c3ccccc3o2)cc1,-0.7,8,8,5,10,-0.3,11,-7,-6
Nc1nc(N)nc(-c2ccccn2)n1,0.7,-1,7,2,3,1.1,1,-10,-19
CCOc1ccc(S(=O)(=O)Nc2cc(C)ccn2)c2ccccc12,-4.3,-3,0,-2,-1,0.1,8,-11,0
CCCCNC(=O)Nc1c(C(=O)OC)[nH]c2ccc(C)cc12,1.5,0,2,-4,-4,0.3,-4,-18,-10
CNc1c([N+](=O)[O-])cnn1-c1ccccn1,-0.3,7,-2,-3,2,1.2,3,-3,9
CC1(C(=O)c2ccccc2)C2c3c(ccc4ccccc34)OC(=O)C21C(=O)N1CCOCC1 (centres undefined),0.3,0,7,-2,3,1.8,-2,1,-3
COc1ccccc1NC(=O)CCCn1c(=S)[nH]c2ccccc2c1=O,0.9,-3,5,2,-8,0.2,3,0,2
O=C(c1ccccc1Nc1ccc(SC(F)F)cc1)N1CCCCC1,-1.5,3,7,2,-19,-0.2,9,-17,20
CCCC(=O)NCCc1nc2ccccc2n1CCC,-0.3,0,-2,-4,8,0.4,4,-8,-10
C#CCOc1ccc(/C=N/O)cc1Cl,0.0,2,9,3,-4,-0.2,-8,-14,-15
O=C(Cc1ncc(C(F)(F)F)cc1Cl)NCCc1ccccc1,0.3,3,5,3,-17,1.6,3,-3,-4
O=C(NCc1ccc(Cl)cc1)c1cc2c(nc3sccn32)s1,-0.8,-2,5,2,0,-0.5,-27,1,2
O=C1/C(=C\c2ccc(-c3ccccc3[N+](=O)[O-])o2)C(c2ccccc2)=NN1c1ccccc1,1.3,0,4,-4,-8,0.5,0,/,0
Cc1ccccc1OC(=O)C1C(c2ccccc2)C(C(=O)O)C1c1ccccc1 (centres undefined),-4.0,2,1,-3,11,0.3,2,-4,-11
COc1ccc(CCNc2nc(N3CCCCC3)nc(N3CCCCC3)n2)cc1OC,1.1,-2,0,-3,1,-1.0,5,-10,7
Cn1cnc([N+](=O)[O-])c1SCC(O)CCl (centres undefined),1.3,1,-2,-2,-5,0.8,1,1,-5
O=C(NCC(=O)N(c1ccccc1)C(C(=O)NC1CCCCC1)c1ccncc1)c1ccco1 (centres undefined),-2.2,0,2,-3,3,-0.2,11[fluorescence artefact?],-13,4
COC(=O)c1cc(NC(=O)c2cc(-c3ccc(OC)cc3)oc2C(F)(F)F)ccc1N1CCOCC1,-1.1,12*,-2,3,11,-2.2,1,-21,-7
S=C(Nc1ccccc1)N1CCCCC1,0.6,-4,1,0,-18,1.0,-4[fluorescence artefact?],18,-3
COc1cc(/C=C/c2ccc3cccc([N+](=O)[O-])c3n2)ccc1OCC#N,0.3,3,7,5,-4,-1.6,-2,-89,-15
COCC(=O)Nc1nnc(Cc2ccc(OC)c(OC)c2)s1,0.0,3,-1,-6,12,1.1,7,-9,-1
CCOc1ccc(NC(=O)c2cnc3scc(C)n3c2=O)cc1,-1.3,-2,8,2,6,0.8,/,/,-12
CCOc1ccc2nc(NC(=O)CC3Oc4ccccc4NC3=O)sc2c1 (centres undefined),0.1,2,-3,-3,18,0.4,-4,-3,2
CCC(Oc1ccccc1)C(=O)N1CCN(CC)CC1 (centres undefined),2.8,1,5,0,2,-0.6,4[fluorescence artefact?],-20,-12
CCn1c(=O)c(C(=O)NNS(=O)(=O)c2ccc(Br)cc2)c(O)c2ccccc21,0.0,2,8,-2,-10,0.8,-5,-2,-14
Cc1cccc(C(=O)O/N=C/c2c(Cl)n(C)c3ccccc23)c1,-0.2,3,3,-3,-10,-0.2,8,-3,-12
COc1ccc(OCCC(=O)OCC(=O)NC2CCCCCCC2)cc1,0.2,0,1,-2,10,0.9,-1,7,-6
O=C(CN1C(=O)S/C(=C/C=C/c2ccccc2)C1=O)Nc1ccc(C(=O)O)cc1,0.5,1,0,-4,-4,1.2,0,-22,0
O=C(CCN1C(=O)C2C3C=CC(C3)C2C1=O)N1CCN(c2ccc([N+](=O)[O-])cc2)CC1 (centres undefined),0.3,1,2,-2,10,0.1,-3,-10,-7
COCCN(CC(=O)Oc1ccccc1P(=O)(OC)OC)Cc1ccccc1,0.6,-3,-2,-3,-5,-0.5,-2,-10,1
O=C(Cn1cnc2c(oc3ccccc32)c1=O)N1CCCC1,2.4,-3,5,-1,10,0.4,-3,-23,-5
O=C(OC1CCCCC1)c1ccc(NC(=O)c2ccco2)cc1,-2.9,3,4,-1,18,0.1,5,-5,2
Cc1ccc(S(=O)(=O)N2CCC(C(=O)OCc3ccc([N+](=O)[O-])cc3)CC2)cc1,0.8,-1,3,-3,4,0.5,-4[fluorescence artefact?],-2,-17
Cc1cc(C)nc(SCC(=O)c2ccc(O)cc2O)n1,2.7,-2,2,-1,7,0.8,-1,-19,5
NC(=S)NNC(=O)C12CC3CC(CC(C3)C1)C2,1.6,-3,4,-2,-3,1.5,-4,-21,-11
O=C(CN1CCC(NC(=O)c2ccccc2F)CC1)Nc1ccc2c(c1)OCO2,-0.8,0,1,-3,-1,0.5,3,-1,-12
Brc1ccc(OCCCCCN2CCOCC2)cc1,1.5,3,6,3,-18,-0.4,0,-14,-17
O=C(COc1ccc(Br)cc1Br)NC(=S)N1CCCc2ccccc21,-0.9,-2,5,5,-20,0.4,-1,0,-10
O=C(Cn1cnc2c(cnn2-c2ccc(Cl)cc2)c1=O)NCCc1ccccc1,1.6,3,3,1,-8,0.4,-10,/,-15
Cc1ccc(C)c(S(=O)(=O)C(C#N)c2nc3ccccc3nc2N2CC(C)OC(C)C2)c1 (centres undefined),0.6,-2,-1,0,14,0.2,8,-4,-15
CC1(C)NC(=O)N(CC(O)COc2ccccc2C(=O)Nc2ccccc2)C1=O (centres undefined),0.2,3,3,-4,2,-0.2,8[fluorescence artefact?],-12,-2
CN(C)S(=O)(=O)c1cccc(-c2nnc(-c3ccccc3)o2)c1,-0.4,-1,7,1,-6,-0.5,8,-14,-25
Oc1ccccc1CNCCCNCc1ccccc1O,0.6,7,8,2,-16,0.0,5,-7,-11
CCn1c2ccccc2c2nnc(SCC(=O)Nc3cc(C)on3)nc21,0.7,-2,-1,1,-4,-0.2,0,-12,-9
Cc1cc(C)c(S(=O)(=O)N2CCN=C2c2ccccc2)c(C)c1,1.6,-1,3,0,-9,0.8,12,-7,3
CC(=O)N1CCN(c2ccc(NC(=O)c3ccc4c(c3)OCO4)cc2)CC1,0.8,-3,2,-3,6,0.5,5[fluorescence artefact?],2,-2
CCc1ccc(Nc2cnn(C34CC5CC(CC(CC(=O)O)(C5)C3)C4)c(=O)c2Cl)cc1,-0.5,5,3,-1,8,1.0,-3,-7,-6
COC(=O)c1ccc(NC(=O)c2ccc(C)cc2)o1,0.3,2,1,1,-2,1.3,0,-8,-8
COc1ccccc1-n1c(SCC(=O)Nc2ccc(F)cc2)nc2c(c1=O)SCC2,-0.7,0,2,2,-23,-1.9,-1,-26,-1
Cc1ccc(SCCNC(=O)c2ccc(C)c(S(=O)(=O)Nc3cccc(C)c3)c2)cc1,-3.0,-2,7,2,6,-1.3,-15,-14,2
CCCC(=O)NC(C)C(c1cccs1)N1CCN(c2ccccc2)CC1 (centres undefined),-0.1,3,-4,-2,16,-0.1,-2[fluorescence artefact?],-1,-22
Cc1cc(C)n(-c2nncn2NC(=O)c2ccc(Cl)cc2O)n1,0.3,1,-3,-4,-10,-1.5,/,1,-14
O=P(OC1CCS(=O)(=O)C1)(c1ccccc1)c1ccccc1 (centres undefined),0.5,-3,4,3,-5,0.9,9,-9,-7
Cc1cccc(C)c1Nc1nnc(SCC(=O)NCc2cccs2)s1,0.8,2,-1,-4,3,-0.7,17[fluorescence artefact?],-10,14
Cc1cc(C(=O)CSc2nc3ccccc3n2C)c(C)n1C,1.6,3,4,-1,-14,-1.6,1[fluorescence artefact?],-1,0
Cc1cccc(C(=O)N2CCN=C2SCc2ccc([N+](=O)[O-])cc2)c1,0.3,-3,1,-4,-6,-0.1,0,-17,-21
Nc1nc(-c2sc3nc4c(cc3c2N)CCCC4)nc(N2CCOCC2)n1,0.1,3,-5,-4,4,1.6,1,-10,-7
Cc1ccc(O)c(N=Cc2cc(Cc3ccccc3)cc([N+](=O)[O-])c2O)c1,0.2,0,0,5,0,-0.2,9,-22,-5
CCN1C(=O)/C(=C/c2cccs2)SC1=Nc1ccc(OC)cc1,1.3,0,7,2,-3,0.3,4,-20,-6

# A second format for some results above:
Compound	S1P4 agonist	Wee1 degr inh	BaF3 parental	Ba/F3 V617F tox	NPY2 pot ag	PERK inh	eIF4E-4G inh	Mdm2 ligase inh	S1P4 antagonist
Cc1cc(C)c(S(=O)(=O)N2CCN=C2c2ccccc2)c(C)c1	1.6	-1	3	0	-9	0.8	12	-7	3
CC(=O)N1CCN(c2ccc(NC(=O)c3ccc4c(c3)OCO4)cc2)CC1	0.8	-3	2	-3	6	0.5	5[fluorescence artefact?]	2	-2
CCc1ccc(Nc2cnn(C34CC5CC(CC(CC(=O)O)(C5)C3)C4)c(=O)c2Cl)cc1	-0.5	5	3	-1	8	1.0	-3	-7	-6
COC(=O)c1ccc(NC(=O)c2ccc(C)cc2)o1	0.3	2	1	1	-2	1.3	0	-8	-8
COc1ccccc1-n1c(SCC(=O)Nc2ccc(F)cc2)nc2c(c1=O)SCC2	-0.7	0	2	2	-23	-1.9	-1	-26	-1
Cc1ccc(SCCNC(=O)c2ccc(C)c(S(=O)(=O)Nc3cccc(C)c3)c2)cc1	-3.0	-2	7	2	6	-1.3	-15	-14	2
CCCC(=O)NC(C)C(c1cccs1)N1CCN(c2ccccc2)CC1 (centres undefined)	-0.1	3	-4	-2	16	-0.1	-2[fluorescence artefact?]	-1	-22
Cc1cc(C)n(-c2nncn2NC(=O)c2ccc(Cl)cc2O)n1	0.3	1	-3	-4	-10	-1.5	/	1	-14
O=P(OC1CCS(=O)(=O)C1)(c1ccccc1)c1ccccc1 (centres undefined)	0.5	-3	4	3	-5	0.9	9	-9	-7
Cc1cccc(C)c1Nc1nnc(SCC(=O)NCc2cccs2)s1	0.8	2	-1	-4	3	-0.7	17[fluorescence artefact?]	-10	14
Cc1cc(C(=O)CSc2nc3ccccc3n2C)c(C)n1C	1.6	3	4	-1	-14	-1.6	1[fluorescence artefact?]	-1	0
Cc1cccc(C(=O)N2CCN=C2SCc2ccc([N+](=O)[O-])cc2)c1	0.3	-3	1	-4	-6	-0.1	0	-17	-21
Nc1nc(-c2sc3nc4c(cc3c2N)CCCC4)nc(N2CCOCC2)n1	0.1	3	-5	-4	4	1.6	1	-10	-7
